Screening data from PubChem.
RGS4 inh = inhibitors of human RGS4. B-score at 10 µM. HEK293 M3R/RGS4 inducible, Fluo-4 calcium flux; hits give high values; triggered by carbachol at its EC20. hit rate 0.45% among 310,000;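 active = B-score, a plate-corrected calcium signal, over three deviations above library mean, with baseline fluorescence within five deviations of library mean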;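 note: RGS4 expression induced by doxycycline in cells with stable M3 receptor; B-score is computed from the integrated fluorescence ratio over baseline after carbachol; higher B-score means a larger calcium signal and so more RGS4 inhibition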
KCNK9 inh = human KCNK9 channel inhibition; Q9NPC2; hit rate 1.2% among 310,000; B-score at 10 µM; HEK293 KCNK9, FluxOR thallium flux fluorescence; hits give low values;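 active = ratio B-score over 3 SD below the library mean, with starting fluorescence within 5 SD of its mean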;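 note: negative B-score means less thallium flux so channel inhibition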
hERG protect = hERG (human) protection from proarrhythmic block; Q12809; CHO-hERG, FluxOR thallium flux, dofetilide IC70 present; activation (rescue from dofetilide block), less the hit threshold, % at 10 µM; hit rate 0.51% among 310,000; AID 1511;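 active = activation above the mean of controls blocked by dofetilide plus 5 SD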;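 note: thallium influx through hERG after potassium depolarization seen as dye fluorescence rise; in these data hits start at about 4.7%; inactives centre near -7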
Target sequence (Q12809 whole entry, looked up): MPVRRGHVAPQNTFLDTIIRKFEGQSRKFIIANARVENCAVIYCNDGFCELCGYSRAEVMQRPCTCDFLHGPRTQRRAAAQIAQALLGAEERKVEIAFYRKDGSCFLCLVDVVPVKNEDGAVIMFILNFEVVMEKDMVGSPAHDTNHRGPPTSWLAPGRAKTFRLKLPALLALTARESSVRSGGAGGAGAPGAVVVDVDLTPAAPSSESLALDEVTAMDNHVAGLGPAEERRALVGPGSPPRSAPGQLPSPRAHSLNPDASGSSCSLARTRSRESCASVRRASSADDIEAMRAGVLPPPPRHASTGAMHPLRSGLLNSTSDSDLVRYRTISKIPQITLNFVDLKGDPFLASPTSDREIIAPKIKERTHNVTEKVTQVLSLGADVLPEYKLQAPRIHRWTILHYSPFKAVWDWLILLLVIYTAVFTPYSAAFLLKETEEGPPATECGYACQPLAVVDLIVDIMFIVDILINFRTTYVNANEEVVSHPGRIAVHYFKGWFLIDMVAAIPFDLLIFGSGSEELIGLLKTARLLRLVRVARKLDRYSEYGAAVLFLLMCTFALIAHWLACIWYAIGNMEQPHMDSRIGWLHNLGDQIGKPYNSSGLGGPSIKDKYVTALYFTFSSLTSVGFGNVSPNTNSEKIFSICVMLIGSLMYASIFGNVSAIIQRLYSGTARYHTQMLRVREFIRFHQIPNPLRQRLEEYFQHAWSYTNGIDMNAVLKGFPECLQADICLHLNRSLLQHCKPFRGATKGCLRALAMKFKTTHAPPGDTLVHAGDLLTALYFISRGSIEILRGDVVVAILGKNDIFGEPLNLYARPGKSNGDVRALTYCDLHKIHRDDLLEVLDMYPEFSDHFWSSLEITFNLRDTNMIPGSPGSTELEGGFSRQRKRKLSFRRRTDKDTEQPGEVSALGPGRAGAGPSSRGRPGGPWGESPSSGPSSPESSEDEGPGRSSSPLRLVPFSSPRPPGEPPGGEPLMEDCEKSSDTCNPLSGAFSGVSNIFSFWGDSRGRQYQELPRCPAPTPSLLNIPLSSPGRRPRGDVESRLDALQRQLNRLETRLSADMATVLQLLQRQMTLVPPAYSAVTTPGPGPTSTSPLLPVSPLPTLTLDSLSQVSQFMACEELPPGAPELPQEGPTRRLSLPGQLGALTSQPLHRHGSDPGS
MrgX1 PAM = human MrgX1 positive allosteric modulation, primary screen | Q96LB2 | B-score at 10 µM | hit rate 0.63% among 310,000 | MrgX1-HEK293, Fluo-4 calcium flux, FDSS; hits give high values;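 active = plate-corrected calcium response at least 3 library SD above typical, normal starting fluorescence, not activating the receptor alone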;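 note: compound read alongside a low EC10 to EC30 dose of BAM8-22 agonist; peak minus trough fluorescence over baseline measured at the second addition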
KCNK3 inh = human KCNK3 channel inhibition, primary screen; O14649; CHO-KCNK3 thallium flux, FluxOR fluorescence; hits give low values; B-score at 10 µM; hit rate 0.84% among 340,000;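 active = B-score under library mean minus 4 SD, starting fluorescence ratio at most library mean plus 5 SD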;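 note: more negative B-score means stronger inhibition of thallium flux through KCNK3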
KCNQ1 inh = inhibitors of human KCNQ1 potassium channel | B-score at 10 µM | hit rate 1.3% among 310,000 | P51787 | CHO-K1 KCNQ1, FluxOR thallium flux fluorescence; hits give high values;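 active = compounds whose thallium flux B-score, printed positive for inhibition, exceeds three library SD while starting fluorescence stays within three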;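 note: channel opened by potassium depolarization with thallium stimulus after 20 min compound exposure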
MrgX1 agonist = human MrgX1 receptor agonism, primary screen; hit rate 0.44% among 310,000; MrgX1-HEK293 cells, Fluo-4 calcium fluorescence, agonist mode; hits give high values; B-score at 10 µM;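 active = calcium response B-score plate-corrected fluorescence ratio at least 3 library SD, with starting fluorescence B-score inside 5 SD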
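times = overnight plating, then 30 min 37 °C plus 30 min room-temperature dye loading | assay system = stable human MrgX1 HEK293 cell line | input = fifteen thousand cells per well | signal = kinetic calcium dye fluorescence, Fluo-4 NW | dosing = compound delivered in addition one of three | read-out = B-scored fluorescence response ratio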
TMEM16A act = mouse TMEM16A channel activation, primary screen | Q8BHY3 | HEK293 TMEM16A/YFP-H148Q/I152L, iodide quench fluorescence; hits give low values | B-score at 10 µM | hit rate 0.3% among 340,000 | AID 623877;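 active = fluorescence-ratio B-score plate-corrected deviation score at least 3 library SD below zero, with starting fluorescence score within 5 deviations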;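 note: channel opened by trigger with iodide after compound preincubation; score built on the fluorescence ratio of max minus min over baseline; more negative score means more quench and so TMEM16A activation or potentiation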
TMEM16A inh = mouse TMEM16A channel inhibition, primary screen | Q8BHY3 | HEK293 TMEM16A/YFP iodide influx fluorescence, ionomycin | normalized B-score (activity score, 25-100; higher = stronger inhibition) at 10 µM | hit rate 1.2% among 310,000 | AID 588511;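 active = ratio plate-corrected score three or more library SD toward inhibition, starting fluorescence score within five deviations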;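 note: score derived from kinetic fluorescence span divided by baseline fluorescence per well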
KCNQ1 pot = potentiates or activates the human KCNQ1 potassium channel. P51787. hit rate 0.35% among 310,000. B-score at 10 µM. AID 2648. CHO-K1 KCNQ1, thallium flux FluxOR fluorescence; hits give high values;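 active = fluorescence ratio B-score, a plate-corrected score, at least three library SD, with initial intensity B-score within 5 SD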
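Medium – assay buffer, equal DMSO in all wells · Material – CHO-K1 cell line with stable KCNQ1 potassium channel expression · Signal – kinetic FluxOR thallium fluorescence, 10-s 1-Hz baseline, 110-s post-stimulus read · Compound – single concentration per compound, DMSO matched to controls · Schedule – 37 °C overnight plating, 90-min dark dye load, 20-min compound pretreatment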
RGS4 pot = potentiators or activators of RGS4. B-score at 10 µM. AID 463111. hit rate 0.92% among 310,000. HEK293 M3R/inducible RGS4, carbachol calcium flux Fluo4; hits give low values;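 active = B-score of the integrated calcium signal more than 4 SD below the library mean, with starting fluorescence not abnormally high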;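 note: negative B-score means reduced calcium response which marks RGS4 activation or potentiation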
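Material: Inducible-RGS4 HEK293 cells carrying M3 receptor; also added: carbachol at ECmax as muscarinic agonist stimulus; incubation: compound preincubation 20 min at room temperature before agonist; signal: Fluo4-AM (2 µM) calcium-flux fluorescence, kinetic read; measure: integrated calcium ratio converted to B score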
An asterisk follows results filed as active; i = inactive; x = no result given. No enrichment for hits, and some 6.3% of all compounds hit somewhere here.

SMILES	RGS4 inh	KCNK9 inh	hERG protect	MrgX1 PAM	KCNK3 inh	KCNQ1 inh	MrgX1 agonist	TMEM16A act	TMEM16A inh	KCNQ1 pot	RGS4 pot
CC(C)c1ccc(NC(=O)c2cc3c(=O)n(C)c4ccccc4c3n2C)cc1	i	i	-2.5	i	i	i	i	i	i	i	i
COc1ccc(/C=C/C(=O)N2CCC(C(N)=O)CC2)cc1S(=O)(=O)N1CCOCC1	i	i	-4.8	i	i	i	i	i	i	i	i
CC(C)Oc1ccc(S(=O)(=O)N2CCOCC2)cc1NC(=O)C1CCC1	i	i	-12.2	i	i	i	i	i	i	i	i
Cc1cccc(NS(=O)(=O)c2ccc(-c3ccc(=O)[nH]n3)o2)c1	i	i	-10.0	i	i	i	i	i	i	i	i
COc1ccc(Cl)cc1NC(=S)NCCC(c1ccccc1)c1ccccc1	i	-8.07*	-11.2	i	i	i	i	i	i	i	i
COc1ccc(OCC(=O)NNC(=S)NC(=O)C2CC2)cc1	i	i	-11.4	i	i	i	i	i	i	i	i
COc1ccccc1NS(=O)(=O)c1cccc(C(=O)NCC(c2ccccc2OC)N2CCCC2)c1 (configuration not stated)	i	i	-7.4	i	i	i	i	i	i	i	i
O=C(NC1CCN(Cc2ccccc2)CC1)c1ccc(N2CC3CC(C2)c2cccc(=O)n2C3)c([N+](=O)[O-])c1 (configuration not stated)	i	i	-6.3	i	i	i	i	i	i	i	i
CCOc1cc(/C=N/NC(=O)c2cccnc2)ccc1OCC(=O)N(C)C	i	i	-11.2	i	i	i	i	i	i	i	i
CCOc1ccc(/C=C2\SC(=S)N(Nc3ccccc3)C2=O)cc1OC	i	i	-8.2	i	i	i	i	i	i	i	i
Cc1cccc(NC(=O)c2nc(S(=O)(=O)Cc3ccccc3)ncc2Cl)c1	i	i	-19.8	i	i	i	i	i	i	i	i
O=C(c1ccccc1NS(=O)(=O)c1ccccc1)N1CCCCCC1	i	i	-1.7	i	i	i	i	i	i	i	i
CN1CCN(Cc2cc(=O)oc3cc4c(cc23)CCC4)CC1	i	i	-3.9	i	i	i	i	i	i	i	i
CCCC1=NN(C(=O)Cc2ccc(OC)cc2)C(O)(C(F)(F)F)C1 (configuration not stated)	i	i	-4.0	i	i	i	i	i	i	i	i
O=C1c2ccccc2C(=O)N1OCc1c(F)cccc1Cl	i	i	-9.7	i	i	i	i	i	i	i	i
O=C(CC1CCCCC1)c1c(O)c2ccccc2oc1=O	i	i	-9.8	i	i	i	87.4*	i	i	i	i
Cc1cc(C)c(OCC(=O)NCC(C)(C)N2CCOCC2)c(C)c1	i	i	-16.9	i	i	i	i	i	i	i	i
COc1ccc([N+](=O)[O-])cc1NC(=O)CCN1CCN(c2ccccc2)CC1	i	i	-3.8	i	i	i	i	i	i	i	i
NNC(=O)C1CC1c1ccc(Cl)cc1 (configuration not stated)	i	i	-2.5	i	i	i	i	i	i	i	i
O=C(Nc1cccc(O)c1)C1CC(c2ccc(Cl)cc2)=NO1 (configuration not stated)	i	i	1.7	i	i	i	i	i	i	i	i
CCn1cc(C(=O)O)c(=O)c2cc(F)c(N3CCN(C(=S)NC(=O)c4ccccc4Cl)CC3)cc21	i	i	-13.7	i	i	i	i	i	i	i	i
CCN(CCO)c1ncnc2c1sc1nc(C(C)C)c3c(c12)CC(C)(C)OC3	i	i	-19.4	i	i	i	i	i	i	i	i
COc1ccccc1CCNC(=O)CSc1nnc2ccc(-c3cccnc3)nn12	i	i	-9.3	i	i	i	i	i	i	i	i
O=C(NC(=S)Nc1ccc(S(=O)(=O)Nc2nccs2)cc1)c1cccc(F)c1	i	i	-6.8	i	i	i	i	i	i	i	i
O=C(NC1CCCCNC1=O)c1ccc(Cl)cc1 (configuration not stated)	i	i	-7.2	i	i	i	i	i	i	i	i
COc1ccccc1-n1cnc2cc(C(=O)NCc3ccco3)ccc21	x	x	x	i	i	x	i	i	i	x	x
CN(C(=O)NC1CC(=O)N(c2ccc3c(c2)OCCO3)C1)c1ccccc1 (configuration not stated)	i	i	-8.7	i	i	i	i	i	i	i	i
O=C(NNc1cccc([N+](=O)[O-])c1)/C(=C\c1cccnc1)NC(=O)c1ccccc1	i	i	-4.5	i	i	i	i	i	i	i	i
O=C(Nc1sc2c(c1C(=O)O)CCCC2)c1ccccc1Cl	i	i	-6.1	i	i	i	i	i	i	i	i
CCC(=O)Nc1ccc(NC(=O)c2ccccc2)nc1	i	i	-7.6	i	i	i	i	i	i	i	i
COc1ccc(C(=O)N2CCCC(c3nc(-c4cccs4)no3)C2)cc1OC (configuration not stated)	i	i	-6.6	i	i	i	i	x	i	i	i
COc1ccccc1/C=C/C=N/n1c(-c2ccc(Cl)cc2Cl)n[nH]c1=S	i	i	-5.9	i	i	i	i	i	i	i	i
Cc1nc2c(C)cccn2c(=O)c1NC(=O)c1ccc2c(c1)OCO2	i	i	-12.8	i	i	i	i	i	i	i	i
CCOC(=O)C1=C(C)C2C3C(=O)N(c4cc(C)ccc4C)C(=O)C3C1(C)C1C(=O)N(c3cc(C)ccc3C)C(=O)C21 (configuration not stated)	i	i	-12.6	i	i	i	i	i	i	i	i
Cc1ccc(C)c(S(=O)(=O)N2CCN(C(=O)c3ccc(-n4cncn4)c([N+](=O)[O-])c3)CC2)c1	i	i	-9.8	i	i	i	i	i	i	i	i
CCNc1nc(-c2ccc(OC(F)F)cc2)c(C)s1	i	i	-4.4	i	i	i	i	i	i	i	i
CCCc1nnc(NC(=O)c2nc(S(=O)(=O)Cc3ccc(C)cc3)ncc2Cl)s1	i	i	-11.5	i	i	i	i	i	i	i	i
CCOC(=O)N1CCN(C(=O)Cn2cnc3ccccc3c2=O)CC1	i	i	-1.7	i	i	i	i	i	i	i	i
Cc1ccc(NC(=O)c2ccc(N3CCOCC3)c([N+](=O)[O-])c2)cc1S(=O)(=O)N1CCOCC1	i	i	-13.2	i	i	i	i	i	i	i	i
c1ccc(OCc2nnc3n2CCCCC3)cc1	i	i	-13.4	i	i	i	i	i	i	i	i
Cc1ccc(C(=O)OCC(=O)Nc2sc3c(c2C#N)CCCCC3)cc1NC(=O)c1ccco1	i	i	-9.9	i	i	i	i	i	i	i	i
COc1ccc(NC(=O)CN2C(=O)COc3ccc(S(=O)(=O)N4CCCCC4)cc32)cc1OC	i	i	-4.8	i	i	i	i	i	i	i	i
CC(C)Oc1ccc(C(CC(=O)O)NC(=O)Cc2ccccc2)cc1 (configuration not stated)	i	i	-0.4	i	i	i	i	i	i	i	i
COc1ccc2oc(C(=O)OCC(=O)Nc3ccccc3OC)c(C)c2c1	i	i	-9.3	i	i	i	i	i	i	i	i
COc1ccc(C2=NN(C(=O)CSc3cn(C)c4ccccc34)C(c3ccc(OC)cc3)C2)cc1 (configuration not stated)	i	i	-8.6	i	i	i	i	i	i	i	i
CCOc1c(OC(C)=O)ccc(/C=C/c2ccc3cccc(OC(C)=O)c3n2)c1[N+](=O)[O-]	i	i	-12.6	i	i	12*	i	i	i	i	i
O=C1CCC(C(=O)N2CCCCO2)CN1Cc1cccc(C(F)(F)F)c1 (configuration not stated)	i	i	-11.0	i	i	i	i	i	i	i	i
Cc1cc(NS(=O)(=O)c2ccccc2)n(-c2ccccc2)n1	i	i	-2.2	i	i	i	i	i	i	i	i
Cn1c(C(=O)N(Cc2ccccc2)Cc2ccccn2)cc2sccc21	i	i	-22.1	i	i	i	i	i	i	i	i
CS(=O)(=O)N1CCCC(C(=O)NCc2cccs2)C1 (configuration not stated)	i	i	0.7	i	i	i	i	i	i	i	i

(further entries)
SMILES	RGS4 inh	KCNK9 inh	hERG protect	MrgX1 PAM	KCNK3 inh	KCNQ1 inh	MrgX1 agonist	TMEM16A act	TMEM16A inh	KCNQ1 pot	RGS4 pot
CCC(C)C(=O)Nc1nccs1 (configuration not stated)	i	i	-5.5	i	i	i	i	i	i	i	i
CC(C)(C)c1ccc(C(=O)N/C(=C\c2cccs2)C(=O)NCc2ccco2)cc1	i	i	-7.8	i	i	i	i	i	i	i	i
COc1ccc(CN2CNc3nc4ccccc4n3C2)cc1	i	i	-13.0	i	i	i	i	i	i	i	i
COc1ccc(C(=O)NNC(=S)NC(=O)/C=C/c2cccs2)cc1	i	i	-11.6	i	i	i	i	i	i	i	i
Cc1cc(C)c(N(C(=O)c2csnn2)C(C(=O)NC2CCCC2)c2ccncc2)c(C)c1 (configuration not stated)	i	i	-5.7	i	i	i	i	i	i	i	i
COc1cccc(CC(=O)N(CCC2=CCCCC2)c2c(N)n(Cc3ccccc3)c(=O)[nH]c2=O)c1	i	i	-19.1	i	i	i	i	i	i	i	i
COC(=O)c1c(NC(=O)c2ccco2)sc(C(=O)N(C)C)c1C	i	i	-10.6	i	i	i	i	i	i	i	i
O=S1(=O)CCOC[C@H](CC2CCCCC2)N1Cc1ccccc1F	i	i	-4.5	i	i	i	i	i	i	i	i
Nc1c(-c2ccccc2)cnn1-c1ccc(C(=O)O)cc1	i	i	-8.3	i	i	i	i	i	i	i	i
O=c1nc(N2CCOCC2)nc(N/N=C/c2ccc3c(c2)OCO3)[nH]1	i	i	-7.2	i	i	i	i	i	i	i	i
CCCCC(=O)Nc1ccccc1C(C)C	i	i	3.7	i	x	i	i	x	i	i	i
COc1ccc(-c2[nH]ncc2CN2CCC(OCc3ccccc3)CC2)c(F)c1	i	i	-4.6	i	i	i	i	i	i	i	i
NS(=O)(=O)c1ccc(CCNS(=O)(=O)Cc2ccc(Cl)cc2)cc1	i	i	-4.1	i	i	i	i	i	i	i	i
O=C1NC2(CCSC2)C(=O)N1CC(=O)N(Cc1ccccc1)C1CCS(=O)(=O)C1 (configuration not stated)	i	i	-9.1	i	i	i	i	i	i	i	i
COc1ccc(C(C(=O)NCc2ccccc2)N(C(=O)c2snc(C(N)=O)c2N)C2CCCC2)cc1 (configuration not stated)	i	i	-9.4	i	i	i	i	i	i	i	i
O=C(COC(=O)COc1ccccc1[N+](=O)[O-])Nc1ccccc1Br	i	i	-12.3	i	i	i	i	i	i	i	i
